15-hLO inh: inhibitors of human 15-lipoxygenase (ALOX15); purified 15hLO-1, xylenol orange hydroperoxide absorbance; Potency, µM (highest dose often 57.1 µM), for inactives: at the highest dose activity change, negative = inhibition, hits mostly inhibitors; actives 1.4% (n = 74,000); also: potency is read from the fitted curve at half-maximal effect; nearly all actives have a fitted effect of over 55% in size
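Hydroperoxide formed from arachidonic acid (50 uM) by purified human 15hLO-1 (40 nM) oxidizes ferrous iron, and the ferric-xylenol orange complex is read at 573 versus 405 nm. Compounds were preincubated 15 min; reaction ran 6 min at room temperature.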
BRCT inh red: inhibitors of human BRCA1 BRCT-phosphoprotein interaction (red fluorophore) | P38398 | BRCT-phosphopeptide binding, red fluorescence polarization | Potency, µM (top dose mostly 76.9 µM), for the others: top-dose activity change, negative = inhibition, actives largely listed as inhibitors | actives 0.03% (n = 75,000) | AID 892
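Fluorescence polarization: 100 nM His-tagged BRCA1 BRCT with 100 nM TAMRA-labelled phospho-BACH1 decapeptide, phosphate buffer pH 7.3 with 150 mM NaCl, DTT, 0.01% Tween 20; 12 min RT. Binding inhibition seen as FP decrease.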
BRCT PPI green: BRCA1 BRCT-phosphoprotein interaction inhibition. P38398. BRCA1 BRCT-phosphopeptide binding, green fluorescence polarization. Potency, µM (titrated, usually from 76.9 µM), without a hit: top-dose activity change, negative = inhibition, most hits filed as inhibitors. actives 0.05% (n = 75,000). AID 875;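 also: potency is read from the fitted curve at half-maximal effect; plate controls were peptide without protein for full effect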
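Compounds were incubated for 12 min at room temperature with a complex of 100 nM fluorescein-tagged pBACH1 decapeptide and 250 nM His-tagged BRCT protein. Buffer was phosphate pH 7.3 with EDTA, DTT and Tween 20. Disruption of binding lowers the polarization signal.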
The depositor's hits bear a star; & = joins results of further samples; [ ] = another dose, or the depositor's remark. Calls follow the shape of the dose curve; as a rule, active = well fitted inhibition curve with a large enough effect; inconclusive = small, poorly fitted or top-dose-only effect; inactive = no such curve, though single readings can be large or run the other way. Unless noted, % is scaled to controls: 0 for no effect and ±100 for the full control effect.

Every second line gives: 15-hLO inh, BRCT PPI green, BRCT inh red
#1 CCCCCN(CCCCC)C(=O)C(CCC(=O)O)NC(=O)c1ccc(Cl)c(Cl)c1 (stereo unspecified)
 : 8%, -2.5%, -0.7%
#2 O=C(c1cccs1)N1CCN(Cc2ccc3c(c2)OCO3)CC1
 : 2%, -0.3%, 1.6%
#3 Cc1cccc(C(=O)O)c1O
 : -1%, -1.0%, 0.0%
#4 O=C(O)CCC(=O)OC[C@@H](NC(=O)C(Cl)Cl)C(O)c1ccc([N+](=O)[O-])cc1 (stereo partly specified)
 : -3%, -1.4%[3.08 µM], -1.0%
#5 NC(Cc1c[nH]c2ccccc12)C(=O)NCC(=O)O (stereo unspecified)
 : -1%[25.6 µM], 0.3%, 0.6%
#6 Cc1cc(O)c2c(c1O)C(=O)c1c(O)cc(C)c(O)c1C2=O
 : -17%, -3.4%[3.08 µM], -3.3%
#7 CC(=O)O[C@@]1(C(C)=O)CCC2C3CC(C)C4=CC(=O)CC[C@@]4(C)C3CC[C@]21C (stereo partly specified)
 : -1%, -0.8%[3.08 µM], -0.9%
#8 CCOc1ccccc1C(=O)Nc1cc(OC)ccc1OC
 : -12%, -2.8%, -0.4%
#9 Cc1nnc(NC(=O)C2CCCCC2)s1
 : 2%, -1.4%, -0.6%
#10 CC1CC[C@@]2(C(=O)O)CC[C@]3(C)C(=CCC4[C@@]5(C)CCC(O)C(C)(C)C5CC[C@@]43C)C2C1C (stereo partly specified)
 : -10%, -0.7%, 0.3%
#11 CC(C)C(NC(=O)C12CC3CC(CC(C3)C1)C2)C(=O)NC1=NCCS1 (stereo unspecified)
 : -6%, -2.6%, -0.1%
#12 Cc1ncc([N+](=O)[O-])n1CC(C)O (stereo unspecified)
 : -2%, -2.2%[3.08 µM], -0.8%
#13 N#CCCn1c(C(C#N)(CCC#N)CCC#N)nc2ccccc21
 : -5%, 2.0%, 0.9%
#14 COC(=O)C1OC(=O)C2OC23[C@]2(C)C(OC(C)=O)CC4C(C)(C)C(=O)CC[C@]4(C)C2CC[C@@]13C (stereo partly specified)
 : 5%, -0.2%, 0.4%
#15 CC1(C)SC2C(NC(=O)C(NC(=O)N3CCNC3=O)c3ccccc3)C(=O)N2C1C(=O)O (stereo unspecified)
 : -3%, -2.8%[3.08 µM], 0.1%

Overlap with the part before: 2 compounds; new compounds follow.
Every second line gives: 15-hLO inh, BRCT PPI green, BRCT inh red
#14 COC(=O)C1OC(=O)C2OC23[C@]2(C)C(OC(C)=O)CC4C(C)(C)C(=O)CC[C@]4(C)C2CC[C@@]13C (stereo partly specified)
 : 5%, -0.2%, 0.4%
#15 CC1(C)SC2C(NC(=O)C(NC(=O)N3CCNC3=O)c3ccccc3)C(=O)N2C1C(=O)O (stereo unspecified)
 : -3%, -2.8%[3.08 µM], 0.1%
#16 Cc1cn(C(=O)c2cccc(Br)c2)c(C)n1
 : 10%, -2.3%, -0.9%
#17 O=C(Nc1nc2c(s1)CCCC2)c1ccc(Br)s1
 : -12%, 0.6%, -1.2%
#18 Cn1ccnc1SCC(=O)Nc1cccc(C(F)(F)F)c1
 : -3%, 1.5%, -2.1%
#19 CCCCCCCCCc1ccc(OCCOCCOCCOCCOCCOCCOCCOCCOCCO)cc1
 : 7%, -3.4%, 1.8%
#20 Cn1c(NCCc2ccccc2)cc(=O)n(C)c1=O
 : 13%, -0.1%, -0.1%
#21 CC(CN(C)C)NC(=O)c1ccc(-n2c(=O)c(=O)[nH]c3ccccc32)cc1 (stereo unspecified)
 : 0%, -1.4%, -1.9%
#22 CC(C)=CCc1c(O)cc(C)oc1=O
 : 3%, 1.7%[3.08 µM], 0.9%
#23 O=S1(=O)N=C(N2CCCc3ccccc32)c2ccccc21
 : -7%, -1.9%, 1.2%
#24 CC1CCCCN1C(=O)C12CCC(C)(C(=O)C1)C2(C)C (stereo unspecified)
 : 14%, -0.5%, -0.6%
#25 COc1ccc(-c2coc3c(O)c(OC)ccc3c2=O)cc1
 : -2%, -1.2%, 1.4%
#26 Cc1cc(C)n(C(=O)CCN2C(=O)c3ccccc3C2=O)n1
 : 2%, -1.7%, -1.4%
#27 CCCc1cc(OC)c2c(c1)OCO2
 : -9%, -1.6%[3.08 µM], -3.1%
#28 COc1ccc(-c2coc3cc(O)ccc3c2=O)c(OC)c1O
 : 1%, -0.4%, 0.9%
#29 COc1cc(N)c(Cl)cc1C(=O)OCCN1CCCCC1
 : 6%, -2.7%, 2.3%
#30 CCOC(=O)c1sc2nc(C)cc(C)c2c1N
 : 7%, -2.4%, -0.3%
#31 Nc1nc2c(c(=O)[nH]1)N(C=O)C(CNc1ccc(C(=O)NC(CCC(=O)O)C(=O)O)cc1)CN2 (stereo unspecified)
 : 8%, -0.6%[3.08 µM], 0.8%
#32 CCN(CC)CCCC(C)Nc1ccnc2cc(Cl)ccc12 (stereo unspecified)
 : -9%, -1.7%[3.08 µM], 0.7%
#33 CCC(=O)OC1C2CC3=C4CC(=O)OC(c5ccoc5)[C@]4(C)CCC3[C@@](C)(C2=O)C(CC(=O)OC)C1(C)C (stereo partly specified)
 : -17%, -1.0%[3.08 µM], -0.9%
#34 COc1ccc(S(=O)(=O)N(CC(=O)O)c2ccc(C)cc2)cc1
 : 0%, -1.5%, 2.2%
#35 C=C[C@](C)(O)CCC1C(=C)CCC2[C@@](C)(CO)CCC[C@@]12C (stereo partly specified)
 : -23%, 5.7%, -0.9%
#36 CCOc1ccc(S(=O)(=O)n2nc(C)cc2C)c2ccccc12
 : -7%, -1.0%, 0.0%
#37 CCCCCCCCCCCCCCCC(=O)OC/C=C(C)/C=C/C=C(C)/C=C/C1=C(C)CCCC1(C)C
 : -23%, -6.4%[3.08 µM], -0.3%
#38 CCC(C(=O)N1CCN(c2ccccn2)CC1)n1nc(C)n2c(cc3occc32)c1=O (stereo unspecified)
 : -18%, 0.1%, -0.9%
#39 CCC(C(=O)N1CCc2ccccc2C1)n1nc(C)n2c(cc3occc32)c1=O (stereo unspecified)
 : 6%, -1.4%, 0.6%
#40 O=C(CSc1ncnc2c1nnn2-c1ccc(F)cc1)NCc1ccco1
 : -3%, 2.7%, 0.2%
#41 CSc1ccc(NC(=O)CC(C)=O)cc1
 : -6%, -0.6%, 0.6%
#42 C/C=C(\C)C(=O)OC1[C@@H]2C=C3C4CC(=O)OC(c5ccoc5)[C@]4(C)CCC3[C@@](C)(C2=O)C(C(O)C(=O)OC)C1(C)C (stereo partly specified)
 : 4%, -0.1%[3.08 µM], 0.1%
#43 COc1ccc(C2COc3c(ccc(O)c3OC)C2)c(OC)c1O (stereo unspecified)
 : -16%, -7.4%[3.08 µM], -3.1%
#44 O=c1[nH]ncc2c3ccccc3n(Cc3ccccc3F)c12
 : -4%, -2.7%, -1.9%
#45 CCOC(=O)N1CCN(C(=O)c2cnn(-c3ccccc3)c2NC(=O)c2ccccc2F)CC1
 : 1%, -1.5%, -0.2%

A section of the results above:
Every second line gives: 15-hLO inh, BRCT PPI green, BRCT inh red
#29 COc1cc(N)c(Cl)cc1C(=O)OCCN1CCCCC1
 : 6%, -2.7%, 2.3%
#30 CCOC(=O)c1sc2nc(C)cc(C)c2c1N
 : 7%, -2.4%, -0.3%
#31 Nc1nc2c(c(=O)[nH]1)N(C=O)C(CNc1ccc(C(=O)NC(CCC(=O)O)C(=O)O)cc1)CN2 (stereo unspecified)
 : 8%, -0.6%[3.08 µM], 0.8%
#32 CCN(CC)CCCC(C)Nc1ccnc2cc(Cl)ccc12 (stereo unspecified)
 : -9%, -1.7%[3.08 µM], 0.7%
#33 CCC(=O)OC1C2CC3=C4CC(=O)OC(c5ccoc5)[C@]4(C)CCC3[C@@](C)(C2=O)C(CC(=O)OC)C1(C)C (stereo partly specified)
 : -17%, -1.0%[3.08 µM], -0.9%
#34 COc1ccc(S(=O)(=O)N(CC(=O)O)c2ccc(C)cc2)cc1
 : 0%, -1.5%, 2.2%
#35 C=C[C@](C)(O)CCC1C(=C)CCC2[C@@](C)(CO)CCC[C@@]12C (stereo partly specified)
 : -23%, 5.7%, -0.9%
#36 CCOc1ccc(S(=O)(=O)n2nc(C)cc2C)c2ccccc12
 : -7%, -1.0%, 0.0%
#37 CCCCCCCCCCCCCCCC(=O)OC/C=C(C)/C=C/C=C(C)/C=C/C1=C(C)CCCC1(C)C
 : -23%, -6.4%[3.08 µM], -0.3%
#38 CCC(C(=O)N1CCN(c2ccccn2)CC1)n1nc(C)n2c(cc3occc32)c1=O (stereo unspecified)
 : -18%, 0.1%, -0.9%
#39 CCC(C(=O)N1CCc2ccccc2C1)n1nc(C)n2c(cc3occc32)c1=O (stereo unspecified)
 : 6%, -1.4%, 0.6%
#40 O=C(CSc1ncnc2c1nnn2-c1ccc(F)cc1)NCc1ccco1
 : -3%, 2.7%, 0.2%
#41 CSc1ccc(NC(=O)CC(C)=O)cc1
 : -6%, -0.6%, 0.6%
#42 C/C=C(\C)C(=O)OC1[C@@H]2C=C3C4CC(=O)OC(c5ccoc5)[C@]4(C)CCC3[C@@](C)(C2=O)C(C(O)C(=O)OC)C1(C)C (stereo partly specified)
 : 4%, -0.1%[3.08 µM], 0.1%

(continued)
Every second line gives: 15-hLO inh, BRCT PPI green, BRCT inh red
#46 COc1ccc(/C=C/C(=O)c2ccc(O)cc2O)cc1OC
 : 16µM*, 0.4%[3.08 µM], 1.0%
#47 O=c1c2ccccc2oc2cc(O)c(C3COCC(CO)C(O)C(O)C3O)c(O)c12 (stereo unspecified)
 : 0%[25.6 µM], -0.1%, -1.3%
#48 C=C1c2ccc(C)cc2NC(=O)N1c1ccccc1
 : -4%, -1.4%, 0.3%
#49 Cc1cn(C2CCC(CO)O2)c(=O)[nH]c1=O (stereo unspecified)
 : 0%, -2.2%, -0.5%
#50 O=C(Nc1ccccc1C(=O)O)c1ccc2ccccc2n1
 : -6%, -1.2%, -5.4%
#51 CC(C)=CCC/C(C)=C/CC/C(C)=C/CC/C(C)=C/CC/C(C)=C/CC/C(C)=C/CC/C(C)=C/CC/C(C)=C/CC/C(C)=C/CO
 : -1%, -5.0%, -0.3%
#52 Nc1ccccc1C(=O)CC(N)C(=O)O (stereo unspecified)
 : -3%[25.6 µM], -0.8%&-1.0%, -0.8%&-0.8%
#53 O=c1c2c3c(sc2nc2n1CCCCC2)CCCCC3
 : -2%, 0.0%, -1.2%

Compound activity as filed in PubChem BioAssay.

A portion of the library; rates above refer to the full screens.
